miR122 inh: inhibitors of miR-122 in Huh7 cells. Huh7 miR-122 Renilla luciferase sensor, 48 h; neutral wells = 0, positive control = 100. activation (reporter increase), % at 12.5 µM. actives 0.3% (n = 340,000). AID 602342;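 active = mean replicate activation score at least 90 and every replicate individually at or above 90; inconclusive = only one of the two criteria met; inactive = neither criterion met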;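 also: higher luciferase means less miR-122 activity so hits act as miR-122 inhibitors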
FN deposition inh: fibronectin deposition inhibition. AH1F fibroblasts, Alexa488-fibronectin deposition fluorescence, overnight. inhibition, % at 12.6 µM. actives 0.086% (n = 350,000). AID 743247;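 active = mean inhibition across replicates of 30% or more, regardless of how many single replicates reach that level; inconclusive = mean under 30% yet at least half of replicates reach 30%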;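 also: positive control wells lacked labelled fibronectin entirely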
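Assay system: AH1F fibroblasts / Quantity: 10000 cells per well / Medium: DMEM plus 2% serum, read in PBS / Reagent: labelled fibronectin 24 nM / Dosing: single dose, pinned / Times: 1 h cell attachment, overnight exposure to compound and label / Signal: fluorescence, ex 485 nm, em 525 nm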
Cneo AK release: Cryptococcus neoformans lysis via adenylate kinase release; actives 0.2% (n = 360,000); lysis activity, % at 15 µM; C. neoformans lysis, adenylate kinase release luminescence, 4 h; normalised: neutral wells 0, clomiphene wells 100;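 active = mean lysis activity across replicates of at least 80%, whatever share of replicates individually reach that level; inactive = mean lysis activity below 80%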
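Material: C. neoformans cells | Amount: Yeast cell density of 5 × 10^6 cells/mL | Medium: Fresh YPD growth medium | Dosing: Single dose | Times: Static 4 h at 37 °C with compound, 1 h detection | Detection: AK luminescence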
The depositor's hits bear a star; ? = inconclusive. These rows are one share of the data; count on the stated rates, not on these rows.

SMILES	miR122 inh	FN deposition inh	Cneo AK release
COc1cccc(C(=O)Oc2c(CN3CCOCC3)cc(Cl)c3cccnc23)c1	-14	9	8
CCN(Cc1ccncc1)S(=O)(=O)c1ccc(C(C)=O)cc1	-6	-2	1
Cc1ccc(-c2nc(C#N)c(NCCN3CCCCC3)o2)cc1	-19	1	0
O=C(COC(=O)COc1ccccc1[N+](=O)[O-])Nc1ccc(S(=O)(=O)N2CCCCC2)cc1	-15	5	-2
Nn1c(SC/C=C/c2ccccc2)nnc1-c1cccnc1	1	-10	-3
COc1ccc(N/C(=N\c2nc(C)cc(C)n2)NC(C)=O)cc1OC	0	4	-1
O=C(O)c1ccc(COc2ccc3ccccc3c2/C=C2/NC(=O)N(c3ccccc3)C2=O)cc1	7	-9	-1
Cc1ccc(N2CCN(CCc3nc4cc(NC(=O)c5ccco5)ccc4n3C)CC2)cc1	-11	10	0
CCN(CC)S(=O)(=O)c1ccc(-c2nnc(SC)o2)cc1	3	-9	3
COc1ccc(C2=Nn3c(nnc3-c3ccco3)SC2)cc1OC	-8	3	2
COc1ccccc1Nc1nc(C2(C)CCC(=O)O2)cs1 (stereo not drawn)	-2	-5	-14
O=C(CN(C(=O)Cn1nnc(-c2ccccc2F)n1)c1cccc2c1CCCC2)NCc1ccccc1	5	-8	-3
CCCN1C=CC(=C2C(=O)c3ccccc3C2=O)C=C1	-6	-11	-5
CCN1CCN(C(=O)C2c3cc(OC)c(OC)cc3C(=O)N(C)C2c2ccc(SC)cc2)CC1 (stereo not drawn)	-2	-2	1
CCN(CC)C(=O)CC1(c2ccccc2OC)CCOC(C(C)C)C1 (stereo not drawn)	-3	15	0
CCNS(=O)(=O)c1ccc(CCC(=O)Nc2cc(Cl)ccc2Oc2ccccc2)cc1	8	2	4
COc1cccc(NC(=O)CSc2nncn2-c2ccccn2)c1	3	-3	-2
COCCCn1c(=N)c(C(=O)NCc2ccc3c(c2)OCO3)cc2c(=O)n3ccccc3nc21	-5	7	2
Cc1sc2nc(C3CC3)nc(SCC(=O)N3CCc4ccccc4C3)c2c1C	-3	5	2
Cc1c(CCO)c(=O)n(C)n1C(=O)c1ccc(F)cc1	-4	-21	2
NC(=O)NC(Cc1ccccc1)C(=O)NCC1(N2CCCCC2)CCCCC1 (stereo not drawn)	7	-3	0
Cn1c(=O)c2c(ncn2CCCc2ccccc2)n(C)c1=O	-18	2	1
Cc1ccc(C(=O)Nc2ccc(CC(=O)O)cc2)o1	26	-6	0
CC(OC(=O)CN(C)S(=O)(=O)c1ccc(Cl)cc1)C(=O)Nc1cccc(Cl)c1 (stereo not drawn)	8	4	-1
CC(C)N1C(=O)S/C(=C/c2ccc3c(c2)n(C)c(=O)n3C)C1=O	-12	-10	7
O=C(Nc1ccccc1)NC1(C(=O)NCc2cccs2)CCCCC1	-4	-5	-1
CCCCOC(=O)CSCC(=O)Nc1cc(C)on1	-3	-1	2
Cc1ccc2c(c1)N(CC(=O)NC1CCCc3ccccc31)C(=O)CO2 (stereo not drawn)	-4	-3	1
Cc1ccc(-c2nnc(Nc3ccc(CC(N)=O)cc3)c3ccccc23)cc1	0	-6	5
Cc1ccc(NC(=O)N(C2=NCC(C)S2)c2ccccc2)cc1 (stereo not drawn)	?	-2	-1
CCOc1ccc(C(=O)NCC(C)C)cc1	20	-3	1
CCCCOC(=O)Nc1nc(CC(=O)OCC)cs1	-4	14	1
COC(=O)c1ccc(Oc2nc(Nc3ccccc3)nc(N(C)C)n2)cc1	38	6	-1
O=C(Nc1sc2c(c1C(=O)c1ccc(Cl)cc1)CCCC2)c1cccnc1	2	5	5
COCCCNC(=O)CN(c1ccc(OC)cc1)S(=O)(=O)c1ccc(NC(C)=O)cc1	18	9	-1
O=C(O)COc1ccc(S(=O)(=O)c2ccc(OCC(=O)O)cc2)cc1	-1	12	0
Cc1ccc(C(=O)CSc2nnc(-c3c[nH]c4ccccc34)o2)cc1	2	1	0
Cc1ccc(S(=O)(=O)Nc2nsc(N)n2)cc1	23	5	-1
COc1c(Br)cc(Br)cc1C(=O)O	-3	-6	3
c1ccc(-c2nnc3n2CCCC3)cc1	-33	-6	7
O=C(O)c1ccc(COc2c(F)c(F)cc(F)c2F)o1	-8	-2	5
O=C(O)CSc1nnc(Cn2cnc3ccccc32)n1CCc1ccccc1	-11	-6	0
Cc1ccc(C(=O)CNc2ccc(Br)cc2)cc1	12	5	-2
Cc1cc(NC(=O)Cn2cc(C(F)(F)F)cc(Cl)c2=O)no1	-9	-1	-1
O=C(/C=C/c1ccccc1)N1CCN(c2cccc(Cl)n2)CC1	0	8	-3

Arranged by value in miR122 inh (falling): 5 of the compounds above
mol	miR122 inh
CCOc1ccc(C(=O)NCC(C)C)cc1	20
COCCCNC(=O)CN(c1ccc(OC)cc1)S(=O)(=O)c1ccc(NC(C)=O)cc1	18
COc1c(Br)cc(Br)cc1C(=O)O	-3
Cc1cc(NC(=O)Cn2cc(C(F)(F)F)cc(Cl)c2=O)no1	-9
c1ccc(-c2nnc3n2CCCC3)cc1	-33

Following part.
SMILES	miR122 inh	FN deposition inh	Cneo AK release
CCCCNC(=O)CCCn1c(=S)[nH]c2cc3c(cc2c1=O)OCO3	-11	26	0
CC(=O)c1c(C(C)=O)c(C)n(Cc2ccc3c(c2)OCO3)c1C	7	-1	0
CCc1nnc(NC(=O)c2ccc(COc3ccccc3)o2)s1	-3	-6	-1
Cc1ccc(NC(=O)C(=O)c2c(-c3ccccc3)cc3ccccn23)cc1S(=O)(=O)N1CCOCC1	247*	-8	-2
Cc1ccc(N2C(=O)c3ccc(C(=O)O)cc3C2=O)cc1C	-5	7	0
COc1ccc(CNS(=O)(=O)c2ccc3c(c2)CCN3C(=O)C2CC2)cc1	-6	5	6
Cc1nnc(-c2cnn(-c3ccccc3)c2N)n1Cc1cccc(C(F)(F)F)c1	11	22	0
O=C(CSc1nnc(-c2ccccc2)n1Cc1ccccc1)N1CCCC1	31	5	1
Cc1ccc(C(=O)Nc2ccc(Br)c(C(F)(F)F)c2)cc1	16	-6	-1
c1ccc(CSc2snnc2-c2ccccc2)cc1	-6	13	2
C=CCN1CC(c2nc3ccccc3n2Cc2ccccc2)CC1=O (stereo not drawn)	2	8	0
CSc1nc(SCC(=O)NC(c2ccccc2)c2ccccc2)c2c3c(sc2n1)CN(C)CC3	-4	-20	1
CSc1cc(-c2ccc(Cl)cc2)c(C(=O)NN)s1	-1	2	1
COCCCNC(=O)C1CC(=O)N(c2ccc(C)cc2)C1 (stereo not drawn)	3	-8	1
CN1C(=O)/C(=C2/C=CC=CN2C)OC1=S	-1	-4	4
CCOC(=O)CCCNC(=O)CCNC(=O)c1ccc(OC)cc1	-4	0	1
O=c1[nH]c2ccsc2c(=O)n1-c1ccc(F)c(Cl)c1	-6	-2	-1
CCOc1cc(/C=N\O)cc(Cl)c1OCC	-6	-7	11
CNC(=O)Cn1nc(-c2ccc(C)c(S(=O)(=O)N(C)C)c2)c2ccccc2c1=O	-10	1	-2
CCOC(=O)c1ccc(S(=O)(=O)n2c(CN3CCCCC3)nc3ccccc32)cc1	-12	-1	2
CCN(CC)C(=O)CSc1ncnc2sc(-c3ccccc3)cc12	-24	4	-3
CCCCS(=O)CC(O)COCC (stereo not drawn)	4	-4	1
COc1cc(C2NC(=S)NC(C)=C2C(=O)OC(C)C)ccc1OC(C)C (stereo not drawn)	-2	-4	-2
Cc1ccc(CSc2nc3c(c(=O)[nH]2)C(c2ccncc2)C2=C(CCCC2=O)N3)cc1 (stereo not drawn)	0	-5	-1
CCOC(=O)c1cnc(-n2cc(C)cn2)nc1Nc1ccccc1OC	-5	11	-2
CCCCC(=O)Nc1ccc(C(=O)Nc2cccnc2)cc1	4	-4	0
COc1ccc(OC)c(CN(CCCN2CCOCC2)C(=O)Nc2ccccc2)c1	-15	-7	-3
O=C(Nc1cccc(Cl)c1)Nc1nccs1	5	-1	-1
O=C(CCCN1C(=O)c2ccccc2C1=O)Oc1ccc(Cl)cc1	-6	-9	-1
CC1=Nn2c(nnc2-c2ccccc2Cl)SC1	2	-2	8

Look-ups from the list.
For FN deposition inh, `CNC(=O)Cn1nc(-c2ccc(C)c(S(=O)(=O)N(C)C)c2)c2ccccc2c1=O` shows 1
For miR122 inh, `CCOC(=O)CCCNC(=O)CCNC(=O)c1ccc(OC)cc1` shows -4

A run of entries from the list above:
SMILES	miR122 inh	FN deposition inh	Cneo AK release
CC(C)N1C(=O)S/C(=C/c2ccc3c(c2)n(C)c(=O)n3C)C1=O	-12	-10	7
O=C(Nc1ccccc1)NC1(C(=O)NCc2cccs2)CCCCC1	-4	-5	-1
CCCCOC(=O)CSCC(=O)Nc1cc(C)on1	-3	-1	2
Cc1ccc2c(c1)N(CC(=O)NC1CCCc3ccccc31)C(=O)CO2 (stereo not drawn)	-4	-3	1

(continued)
SMILES	miR122 inh	FN deposition inh	Cneo AK release
Cc1cccc(Cn2cc(/C=C/[N+](=O)[O-])c3ccccc32)c1	-5	23	24
CC(=O)Nc1ccc(OCC(O)CN2CCN(c3ccccc3Cl)CC2)cc1 (stereo not drawn)	9	11	6
CCN(CC)C(=O)C1CCN(Cc2ccc(Br)cc2)CC1	-4	20	0
CCCCc1nc2ccccc2c(C(=O)O)c1C	-2	-5	-3
CC(=NC1CCN(Cc2ccccc2)CC1)c1c(O)[nH]c(=O)[nH]c1=O	-19	-1	-1
COc1ccc(S(=O)(=O)Nc2cc3c4c(oc3c3ccccc23)CC(C)(C)CC4=O)cc1	39	10	-1
COc1cc(C(=O)N(Cc2cc3ccccc3[nH]c2=O)CC2CCCO2)cc(OC)c1OC (stereo not drawn)	-18	-5	0
Cc1cc(C)nc(N2CCC(C(=O)Nc3ccc4c(c3)OCO4)CC2)n1	-2	-12	-4
Cc1ccnc(N2CCC(C(=O)Nc3ccc4c(c3)OCO4)CC2)n1	-19	2	1
Brc1ccc(-c2nn3c(-c4ccccn4)nnc3s2)o1	-4	-9	8
CC1(C(=O)O)CCC(C(=O)Nc2ccccc2)C1(C)C (stereo not drawn)	-8	3	-2
COc1ccc(OC)c(CNc2nc3ccccc3n2CCN2CCCCC2)c1	30	5	-1
O=C(c1ccncc1)c1ccc(NS(=O)(=O)c2ccc(Br)s2)cc1	-1	1	-1
Cn1c(SCC(=O)Nc2ccc(NC(=O)c3cccs3)cc2)nnc1-c1ccncc1	7	3	-12
Nn1c(SCC(=O)Nc2ccc(F)cc2)nnc1-c1cccnc1	-2	-6	0

Grouped by structure, the compounds so far with a nitro group on carbon.
SMILES	miR122 inh	FN deposition inh	Cneo AK release
O=C(COC(=O)COc1ccccc1[N+](=O)[O-])Nc1ccc(S(=O)(=O)N2CCCCC2)cc1	-15	5	-2
Cc1cccc(Cn2cc(/C=C/[N+](=O)[O-])c3ccccc32)c1	-5	23	24

High-throughput results as filed in PubChem BioAssay.
